Screens: PubChem BioAssay, several laboratories
Hep lipid drop: inhibitors of hepatocyte lipid droplet formation, primary screen, imaging, high-throughput imaging, BODIPY stain | AML12 mouse hepatocytes, oleate lipid droplets | inhibition, % at 6.5 µM | actives 0.4% (n = 240,000);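 active = lipid droplet intensity inhibited by at least 50%, with more than 500 cells counted; inconclusive = wells with under 300 cells, treated as cytotoxic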
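Assay system: AML12 mouse liver cells | Compound: 6.5 µM single-point dosing | Schedule: Overnight exposure | Technique: Fluorescence imaging, 20x objective, two fields per well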
M1AAP inhibition: P. falciparum M1AAP inhibitors, biochemical, fluorogenic H-Leu-NHMec substrate, 1536-well (AID 1445). Aminopeptidase N (Plasmodium falciparum (isolate 3D7)). recombinant M1AAP, H-Leu-NHMec fluorogenic kinetic assay; higher % means a stronger effect. inhibition, % at 30 µM; hits with a dose series show IC50 in µM. actives 0.42% (n = 220,000);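 active = primary inhibition above the hit cutoff, then over 50% inhibition at one or more dose response concentrations, cut at about 23% in these data, passing the limit was not always enough; inconclusive = conflicting primary data, or primary hits not chosen for dose response; inactive = low primary inhibition, or under 50% at every dose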;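 also: plate controls were DMSO full reaction for no effect and no enzyme background for full effect; strong numbers were not always called active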
SIAH1 antagonists: Siah-1 peptide-binding antagonists, primary screen, biochemical, fluorescence polarization, rhodamine-plectin, uHTS (AID 1817); actives 0.02% (n = 290,000); Siah-1 / rhodamine-plectin peptide fluorescence polarization; higher % means a stronger effect; displacement, % at 20 µM; hits with a dose series show IC50 in µM;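 active = displacement of at least 50% at 20 µM, with a fluorescence ratio check between 0.3 and a set limit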;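 also: plate controls were Siah plus tracer with DMSO for no effect and tracer alone without Siah for full effect; strong numbers were not always called active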
HEK293 NOD2/NF-kB: NOD2 signaling inhibitors, cell-based, luminescence, uHTS, HEK293 (AID 1566); HEK293 NOD2/NF-kB luciferase reporter, luminescence; higher % means a stronger effect; inhibition, % at 4 µM; hits with a dose series show EC50 in µM; actives 0.63% (n = 290,000); also: many of its hits are not listed in these tables
ER stress rescue: rescue of cells from ER stress-induced death, primary screen, 384-well, CSM14.1, thapsigargin, ATP luminescence (AID 1222) | CSM14.1 thapsigargin-induced death rescue, ATP luminescence; higher % means a stronger effect | cellular ATP content (survival), % at 20 µM; hits with a dose series show EC50 in µM | 190,000 tested, under 10 active;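 active = EC50 below 50 µM in the dose-response confirmation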;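 also: death triggered by thapsigargin at about 15 µM added after 2 h compound pretreatment; cell ATP read after overnight thapsigargin exposure of roughly 18 to 22 hours; normalized against plate controls of thapsigargin alone and 5% DMSO vehicle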
M17LAP inhibition: P. falciparum M17LAP inhibitors, primary screen, biochemical, fluorogenic H-Leu-NHMec substrate, 1536-well (AID 1619) | inhibition, % at 30 µM, or IC50 in µM where a hit was titrated | actives 0.38% (n = 220,000) | recombinant M17LAP, H-Leu-NHMec fluorogenic kinetic assay; higher % means a stronger effect | Leucine aminopeptidase (Plasmodium falciparum (isolate 3D7));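 active = compound inhibiting the enzyme by more than half at any dose during confirmatory dose-response retesting; inconclusive = strong single-dose inhibitors picked by rank but not retested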;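 also: plate controls were full reaction with DMSO carrier for no effect and no enzyme background for full effect; strong numbers were not always called active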
LYP inhibition: inhibitors of LYP phosphatase, biochemical, fluorescence intensity, uHTS (AID 1779); Tyrosine-protein phosphatase non-receptor type 22 (Homo sapiens); recombinant LYP phosphatase, fluorescence intensity; higher % means a stronger effect; inhibition, % at 11.5 µM; hits with a dose series show IC50 in µM; actives 0.054% (n = 290,000);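 also: plate controls were vehicle with enzyme for no effect and no enzyme for full effect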
AID2073: inhibitors of Mint1-CaV2.2 protein interaction, biochemical, HTRF (AID 2073); inhibition, % at 20 µM, or IC50 in µM where a hit was titrated; HTRF protein-protein interaction, Mint1-CaV2.2; higher % means a stronger effect; Voltage-dependent N-type calcium channel subunit alpha-1B (Homo sapiens); actives 0.19% (n = 290,000); in the data active = inhibition mostly above about 51%, no sharp cut-off; inconclusive = no clear call, values can overlap the other calls; inactive = mostly below about 53%; also: some results filed as inactive read as strong as hits
XIAP antagonists: XIAP antagonists, biochemical, IAP family, fluorescence polarization (AID 1018); E3 ubiquitin-protein ligase XIAP (Homo sapiens); XIAP BIR domain, fluorescence polarization peptide displacement; higher % means a stronger effect; displacement, % at 20 µM; hits with a dose series show IC50 in µM; actives 0.007% (n = 200,000); in the data active = displacement above about 50%; also: a part of the inactive calls stands beside numbers as strong as those of hits
Hep lipid drop cells 6.5 µM: second read-out of Hep lipid drop, no call of its own (marks repeat the call); cell count; measured here: cell count, cytotoxicity flag;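 cells counted across two imaged fields per well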
* = called active by the depositor; ? = inconclusive; · = not tested or not shown. Rule as the data show it, unless noted: active = inhibition above about 50%; inactive = the rest. These rows are one share of the data. The share of hits here may be higher or lower than overall.

SMILES	Hep lipid drop	Hep lipid drop cells 6.5 µM	M1AAP inhibition	SIAH1 antagonists	HEK293 NOD2/NF-kB	ER stress rescue	M17LAP inhibition	LYP inhibition	AID2073	XIAP antagonists
CCCCc1ccc(NC(=S)NCCc2ccc(F)cc2)cc1	2	663	0%	3%	-7%	-1.8%	-2%	8%	-12%	-2.6%
COc1ccc(OCCNS(=O)(=O)Cc2ccccc2)cc1	6	650	3%	9%	17%	-0.9%	6%	-8%	6%	-7.5%
COc1ccc(S(=O)(=O)N(C)c2ccc(C(=O)N3CCCCC3)cc2)cc1	-11	743	·	-4%	25%	·	·	-10%	14%	·
CCCCCCCCCC(=O)OCC(O)CO (stereo not drawn)	-2	707	5%	1%	5%	-1.6%	2%	-4%	2%	-3.9%
CCc1c(C(=O)Nc2ccncc2)csc1C	1	672	5%	5%	25%	·	6%	1%	-8%	-2.3%
O=C(O)c1cccc(N/N=C/c2cccnc2)c1	-7	686	12%	3%	-43%	-0.8%	14%	-3%	-7%	-4.3%
COc1ccc(/C(O)=C2/C(=O)C(=O)N(c3ncccn3)C2c2ccc(C(C)(C)C)cc2)cc1 (stereo not drawn)	-1	726	9%	4%	10%	-2.1%	31%	4%	20%	-8.1%
COC(=O)CCC(=O)OC1(C)C(=O)C=C2C=C(C3CC3)N(C3CC3)C=C2C1=O (stereo not drawn)	·	·	4%	4%	6%	·	13%	-12%	4%	·
O=C(CCSc1ccccc1)Nc1nc2c(s1)CCCC2	-6	733	9%	-2%	-62%	0.2%	5%	-2%	-3%	-20%
CC1(C)CC(=O)C2=C(C1)OC(N)=C(C#N)C2c1ccsc1 (stereo not drawn)	-21	547	7%	0%	-2%	2.6%	9%	6%	35%	-7.4%
C=C(C)COc1ccc(-c2ncncc2-c2ccc(OC)cc2)c(O)c1	-1	806	·	5%	35%	·	·	-2%	8%	·
Cc1ccc(C(=O)NNC(=S)NC(=O)c2ccc(Cl)cc2Cl)cc1	-3	728	-15%	-8%	18%	-2.2%	80%	-2%	-7%	-2.1%
CCC(Oc1ccccc1)C(=O)O/N=C(\N)c1ccc(OC)c(OC)c1 (stereo not drawn)	-5	690	1%	0%	-5%	-1.1%	7%	-2%	-7%	-1.3%
CCOCCc1nnc(NC(=O)CN2C(=O)c3ccccc3C2=O)s1	6	710	-2%	-3%	-13%	-2.9%	10%	-5%	-6%	-7.9%
O=C(c1ccco1)N1CCN(c2cc(C(F)(F)F)nc3ncnn23)CC1	·	·	8%	2%	10%	-2.7%	15%	-8%	-1%	-3.4%
O=C(Nc1nccs1)c1ccc(-c2ccccc2Cl)o1	1	648	12%	-3%	-78%	1.6%	9%	6%	11%	-18%
COc1cc(NS(=O)(=O)c2ccc(NC(=O)c3cccnc3)cc2)ncn1	6	865	·	-3%	12%	·	·	-14%	6%	·
COC(=O)c1ccc(C(=O)OC)c(NC(=O)COC(=O)CC2CC3CCC2C3)c1 (stereo not drawn)	8	790	0%	2%	7%	-0.4%	1%	-1%	37%	-3.1%
CC(NC(=O)COC(=O)C1=COCCO1)C12CC3CC(CC(C3)C1)C2 (stereo not drawn)	7	696	-2%	-7%	8%	-0.6%	-1%	-4%	35%	-4.0%
Cc1cccc(C(=O)NC(=S)N2CCN(c3ccc([N+](=O)[O-])cc3)CC2)c1	28	639	9%	-8%	2%	0.4%	2%	12%	-8%	-4.1%
O=c1c2c3c(sc2ncn1/N=C/c1ccccc1)CCCC3	11	762	5%	26%	11%	-1.9%	4%	-3%	-14%	-3.5%
CCOC(=O)c1ccc(Nc2cc(C)nc3nc(C)nn23)cc1	-2	699	2%	-2%	10%	-0.8%	11%	-2%	-1%	-19%
COc1ccc(OCC(=O)Nc2ccc(S(=O)(=O)Nc3cc(C)nc(C)n3)cc2)cc1	·	·	7%	-3%	11%	-4.1%	35%	-12%	3%	-5.0%
CN(Cc1ccccc1)C(=O)c1oc(=O)c2ccccc2c1-c1ccccc1	-6	655	1%	2%	13%	1.7%	-6%	6%	-1%	-4.9%
O=C(Cc1ccccc1)NNC1=NS(=O)(=O)c2ccccc21	-4	653	·	6%	11%	0.0%	·	2%	-1%	-5.6%
COc1cc(/C=C2\SC(=O)NC2=O)ccc1Oc1ccc([N+](=O)[O-])cn1	-14	732	13%	4%	-35%	·	31%	13%	10%	·
COc1ccccc1/C=C/C(=O)NC(=S)N(C)C1CCCCC1	·	·	9%	0%	8%	1.0%	-8%	0%	-13%	-6.3%
COc1ccc(N2CCN(C(=O)c3cc4c(-c5cccc(OC)c5)nn(C)c4s3)CC2)cc1	0	793	1%	-1%	18%	2.7%	-1%	6%	6%	6.2%
COc1cc(NC(=O)c2ccc(Cl)cc2)c(OC)cc1NC(=O)CN1CCOCC1	·	·	3%	-1%	8%	-0.4%	1%	-2%	3%	-7.1%
CCOC(=O)C1(Cc2cccc(F)c2)CCN(C(=O)c2ccoc2C)CC1	-15	697	-1%	4%	-12%	3.6%	-4%	-7%	2%	-4.6%
O=C(CCCn1c(SCC(=O)NCCc2ccccc2)nc2ccccc2c1=O)NCC1CCCO1 (stereo not drawn)	2	696	6%	1%	0%	-2.1%	1%	-6%	5%	-5.9%
CSc1nc(NCCOCCO)c2sc3nc(-c4ccco4)c4c(c3c2n1)CCC4	·	·	?	-9%	15%	-3.1%	34%	40%	15µM*	-9.6%
O=C(O)c1cccc2c1C(=O)N(CC1CCCO1)C2 (stereo not drawn)	6	544	-2%	2%	6%	-1.0%	2%	-7%	-11%	-3.1%
CSc1ccccc1C(=O)Nc1cccc(C(C)=O)c1	-2	801	8%	-3%	15%	2.2%	9%	-11%	?	-8.1%
Cc1cc(C)nc(Nc2nc3ccccc3[nH]2)n1	58*	646*	-4%	-1%	-46%	·	6%	-3%	-1%	-6.0%
CC1(C)NC(=O)N(CCSc2ccc(Cl)cc2)C1=O	·	·	9%	-6%	3%	-0.2%	9%	-6%	-6%	-3.2%
N#C/C(=C\c1cc2c(cc1Br)OCO2)C(=O)NCC1CCCO1 (stereo not drawn)	-13	709	13%	4%	-13%	·	16%	-8%	4%	·
Cc1nc2ccc(N3C(=O)CCC3=O)cc2[nH]1	-9	658	-5%	4%	-6%	·	9%	4%	-5%	-3.9%
CCOC(=O)CCC(NC(=O)c1ccc(NCN2C(=O)CCC2=O)cc1)C(=O)OCC (stereo not drawn)	15	802	7%	-4%	9%	0.3%	-16%	-7%	8%	-4.3%
O=C(c1ccccc1)N1CCN(C(=O)c2ccc(OC(F)(F)F)cc2)CC1	-18	788	7%	1%	-5%	0.4%	5%	-1%	-8%	-4.8%
Cc1cc(C(=O)COC(=O)C(C)NC(N)=O)c(C)n1Cc1ccco1 (stereo not drawn)	11	695	4%	22%	-16%	-12%	-1%	-1%	34%	-1.1%
COc1c(C)cc(Br)cc1C(=O)Nc1ccccc1C	2	633	3%	-3%	2%	-0.8%	-16%	1%	4%	-1.0%
O=C(O)C1CCCCC1C(=O)Nc1ccc(S(=O)(=O)N2CCCC2)cc1 (stereo not drawn)	5	826	·	0%	10%	·	·	-2%	-8%	·
Cc1ccc(-n2c(C)cc(C(=O)OCC(=O)N(CC(C)C)C3CCS(=O)(=O)C3)c2C)cc1 (stereo not drawn)	·	·	8%	-1%	-2%	-0.8%	1%	-4%	-6%	-4.6%
CCOc1ccc(CCNC(=O)COC(=O)C2CCN(S(=O)(=O)c3ccc(C)c(C)c3)CC2)cc1OCC	8	872	·	1%	14%	·	·	-6%	8%	·
CSC1=NCCN1C(=O)c1ccc(S(=O)(=O)N(C)C)cc1	·	·	4%	0%	9%	-0.2%	0%	-2%	-2%	-7.9%
Cc1ccc2nc(NC(=O)CN3CCOCC3)sc2c1	30	765	-1%	2%	-21%	0.1%	13%	-1%	-1%	0.2%
CCC(=O)NC1=C(Nc2ccc(N)cc2)C(=O)c2ccccc2C1=O	-8	812	·	1%	12%	·	·	-8%	-6%	·
CC(NCCC1(C(C)C)CCOC(C)(C)C1)c1cccs1 (stereo not drawn)	-15	784	5%	4%	8%	·	-5%	-9%	5%	·
